# Screening data (PubChem)
# ELG1 DNA repair: inhibitors of ELG1-dependent DNA repair in HEK293T cells | HEK293T ELG1-luciferase reporter, luminescence, 16 h; DNA damage induced by 5-fluorouridine | Potency, µM (top dose mostly 46.1 µM), for inactives: top-dose activity change, negative = inhibition, hits mostly inhibitors | 330,000 tested, 2.3% active; further: potency means the concentration at half of the fitted maximal effect; on the % scale 0 is the no-effect control and ±100 the full control effect; nearly all actives have a fitted effect of over 55% in size
#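 Quantitative HTS, concentration-response format. 2,000 cells/well co-treated with 5-fluorouridine and compound, 16 hr in 5% CO2 at 37 °C; ONE-Glo luminescence read after 30 min.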
# p53 reactivation: mutant p53 re-activation in reporter cells | H1299 p53-A138V BP100-luciferase reporter, luminescence, 24 h | Potency, µM (top dose mostly 92.2 µM), inactives show at the top dose activity change, positive = activation, usual class: activators | 320,000 tested, 0.063% active | AID 504706; further: potency means the concentration at half of the fitted maximal effect; % of control where 0% means no effect; nearly all actives have a fitted effect of over 45% in size
#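 p53-null H1299 cells stably carrying temperature-sensitive p53-A138V and a BP100-luciferase reporter were pinned with compounds (4-point, 1:5 series) and held 24 hrs at 37 deg C. Luminescence was read 10 min after detection reagent.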
# BRCA1 expr up: BRCA1 expression activation; Potency, µM (doses to about 46.1 µM), for the others: top-dose activation, actives largely listed as activators; MCF7-BRCA1-FFLuc reporter, luminescence, 48 h; response scale: scaled: vehicle 0%, 10 µM genistein 100%; 380,000 tested, 1.1% active; further: potency means the concentration at half of the fitted maximal effect; nearly all actives have a fitted effect of over 80% in size; some results filed as inactive show a strong effect at the top dose
#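 48 h compound treatment of MCF7-BRCA1-FFLuc cells (phenol-red free MEM, 37 °C), then 15 min with luciferase substrate and luminescence imaging.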
# Tb PFK inh: T. brucei PFK enzyme inhibition; O15648; T. brucei PFK, ADP-Glo luminescence; Potency, µM (highest dose often 57.5 µM), for inactives: at the top dose activity, negative = inhibition, actives largely listed as inhibitors; 330,000 tested, 0.17% active;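 further: potency means the concentration at half of the fitted maximal effect; 0% = uninhibited 1x PFK enzyme wells and -100% = no-enzyme wells; nearly all actives have a fitted effect of over 60% in size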
# Target sequence (O15648 whole entry, looked up): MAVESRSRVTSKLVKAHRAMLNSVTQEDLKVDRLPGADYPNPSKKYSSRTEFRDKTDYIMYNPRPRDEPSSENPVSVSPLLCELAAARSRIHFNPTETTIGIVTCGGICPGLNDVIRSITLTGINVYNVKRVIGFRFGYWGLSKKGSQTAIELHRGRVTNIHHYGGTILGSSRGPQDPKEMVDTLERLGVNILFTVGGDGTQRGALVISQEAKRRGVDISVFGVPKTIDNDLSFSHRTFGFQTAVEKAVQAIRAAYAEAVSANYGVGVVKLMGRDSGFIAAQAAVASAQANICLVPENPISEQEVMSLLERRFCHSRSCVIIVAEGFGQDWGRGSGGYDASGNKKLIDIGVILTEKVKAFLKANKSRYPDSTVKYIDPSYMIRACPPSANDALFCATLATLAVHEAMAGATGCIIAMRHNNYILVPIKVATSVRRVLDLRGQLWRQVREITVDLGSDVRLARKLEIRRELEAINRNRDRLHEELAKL
#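 PFK 1.25 nM, F6P 0.5 mM, ATP 0.1 mM, 0.1 M TEA pH 8.0, 5 mM MgCl2, 0.01% Tween20, 0.1% BSA; 45 min RT. ADP-Glo readout. qHTS titration up to 57 uM; curves fitted, compounds curve-classed.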
# FLuc counter: firefly luciferase modulation, counter-screen for miR-21 project. P08659. purified FLuc, Km substrates, luminescence inhibition. Potency, µM (doses to about 57.5 µM), for inactives: at the top dose activity change, negative = inhibition, hits mostly inhibitors. 360,000 tested, 6.9% active. AID 588342;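 further: potency means the concentration at half of the fitted maximal effect; plate controls were vehicle for no effect and reference inhibitor for full effect; nearly all actives have a fitted effect of over 55% in size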
# Target sequence (P08659 whole entry, looked up): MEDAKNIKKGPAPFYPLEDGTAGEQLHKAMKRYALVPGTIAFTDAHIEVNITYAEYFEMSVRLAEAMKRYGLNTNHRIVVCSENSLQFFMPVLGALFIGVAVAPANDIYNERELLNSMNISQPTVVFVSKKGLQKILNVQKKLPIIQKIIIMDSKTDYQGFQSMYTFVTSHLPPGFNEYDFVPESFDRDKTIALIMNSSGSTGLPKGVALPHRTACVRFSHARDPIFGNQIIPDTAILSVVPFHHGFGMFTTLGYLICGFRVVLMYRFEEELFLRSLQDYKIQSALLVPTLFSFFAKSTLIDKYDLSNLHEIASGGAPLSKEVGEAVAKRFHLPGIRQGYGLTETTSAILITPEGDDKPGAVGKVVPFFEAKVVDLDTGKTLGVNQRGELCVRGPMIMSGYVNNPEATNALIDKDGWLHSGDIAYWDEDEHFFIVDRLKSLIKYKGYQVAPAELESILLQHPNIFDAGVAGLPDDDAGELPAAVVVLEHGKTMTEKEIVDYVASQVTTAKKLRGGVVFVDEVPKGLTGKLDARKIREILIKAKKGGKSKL
#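 Purified P. pyralis luciferase (10nM final) with 10uM D-luciferin and 10uM ATP (Km levels) in 50mM Tris acetate pH 7.5, 10mM Mg acetate, 0.01% Tween-20, 0.05% BSA; qHTS 6-point titration, ~60 µM downward; luminescence read.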
# NPC1 prom act: activates the NPC1 promoter; Huh7 NPC1 promoter luciferase reporter, 24 h; AID 485313; Potency, µM (titrated, usually from 9.22 µM), inactives show at the top dose activation, actives largely listed as activators; 320,000 tested, 2.4% active;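 further: potency means the concentration at half of the fitted maximal effect; % of control where 0% means no effect; nearly all actives have a fitted effect of over 60% in size; reporter is driven by a mutant NPC1 promoter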
#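 Stable NPC1-promoter luciferase Huh7 line; cpd (DMSO) 24 h, 37 °C, 5% CO2; Amplite luciferase reagent 10 min RT; luminescence readout. qHTS format.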
# TRPV1 agonist: activates the human vanilloid receptor TRPV1; 320,000 tested, 0.19% active; activation, % at 8.33 µM; TRPV1-expressing cells, Fluo-8 calcium influx, agonist mode; Q8NER1; in the data active means activation above about 80%; inconclusive means between about 30% and that limit; further: 0% is about no effect
#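 TRPV1-expressing cells were cultured overnight at 35.5C and loaded with Fluo-8 calcium dye for 40 to 90 min at room temperature. After a 10 s baseline, compound was added and calcium influx was read kinetically for 3 min (ex 480/em 520 nm).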
# ELG1 genotoxic: genotoxicity induction in ELG1-luciferase HEK293T cells. HEK293T ELG1-luciferase reporter, luminescence, 16 h. Potency, µM (doses to about 46 µM), inactives show top-dose activity change, positive = activation, hits mostly activators. 330,000 tested, 1.3% active. AID 504466; further: potency means the concentration at half of the fitted maximal effect; % of control where 0% means no effect; nearly all actives have a fitted effect of over 60% in size
#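 HEK293T cells expressing luciferase-tagged ELG1 were treated with compound or DMSO for 16 hr at 37°C. Luciferase activity was then read after 30 min with ONE-Glo at room temperature; rising signal flags genetic stress.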
# RORg inh: inhibitors of mouse ROR gamma transcriptional activity | P51450 | Drosophila S2 Gal4-RORgamma UAS-luciferase reporter, 20 h | Potency, µM (highest dose often 53.6 µM), for the others: top-dose activity change, negative = inhibition, most hits filed as inhibitors | 310,000 tested, 5.4% active | AID 2551; further: potency means the concentration at half of the fitted maximal effect; on the % scale 0 is the no-effect control and ±100 the full control effect; nearly all actives have a fitted effect of over 60% in size
#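 Schneider cells (Drosophila), stable Gal4 DBD–ROR gamma + UAS-luc; 1 hr cmpd preincubation; Cu2+ induction 700 uM final; 20 hr ambient; luminescence.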
# VP16 counter: Gal4-VP16 reporter inhibition counter-screen | Drosophila S2 Gal4-VP16 UAS-luciferase, luminescence, 20 h | Potency, µM (doses to about 53.6 µM), for inactives: top-dose activity, negative = inhibition, hits mostly inhibitors | 310,000 tested, 3.5% active | AID 2546;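 further: Gal4-VP16 expression switched on by copper sulfate through the metallothionein promoter; potency means the concentration at half of the fitted maximal effect; on the % scale 0 is the no-effect control and ±100 the full control effect; nearly all actives have a fitted effect of over 50% in size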
# Rab9 promoter act: Rab9 promoter activation; Huh7 Rab9 promoter-luciferase reporter, luminescence, 24 h; 320,000 tested, 2.8% active; Potency, µM (top dose mostly 9.22 µM), inactives show at the top dose activation, negative = inhibition, most hits filed as activators; AID 485297; further: potency means the concentration at half of the fitted maximal effect; % of control where 0% means no effect; nearly all actives have a fitted effect of over 60% in size
#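 Steps: seed 1500 Huh7 Rab9-luc cells per well, rest 2 h at 37 °C; add compound in DMSO; incubate 24 h; add luciferase reagent, 10 min ambient; read luminescence.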
# * marks the source's active call; other numbers are inactive results; ? = inconclusive; / = not tested or not shown; [ ] = dose if it differs, or a comment. Unless noted, the call rests on the fitted dose curve; in most records, active means well fitted curve in the direction sought with a large enough effect; inconclusive means small, poorly fitted or top-dose-only effect, or another doubt; inactive means no such curve, though single readings can be large; an effect the other way counts as inactive or inconclusive.
Molecule,ELG1 DNA repair,p53 reactivation,BRCA1 expr up,Tb PFK inh,FLuc counter,NPC1 prom act,TRPV1 agonist,ELG1 genotoxic,RORg inh,VP16 counter,Rab9 promoter act
O=C(CSc1nc2ccccc2[nH]1)NCCCn1ccnc1,1%,1%,0%,1%,-1%,7%,-2,-5%,18%,1%,-3%
CC(NC(=O)c1ccc(S(=O)(=O)C(F)F)cc1)c1ccccc1 (configuration not stated),3%,-6%,-8%,-2%,-2%,-1%,18,-1%,17%,-3%,-6%
CN(NC1OC(=O)c2ccccc21)c1ccc(C(F)(F)F)cc1[N+](=O)[O-] (configuration not stated),14%,-3%,-4%,-2%,-17%,-2%,-5,4%,32%,-4%,-6%
COC(=O)c1ccccc1N=Nc1c(C)noc1C,?,-4%,0%,0%,1%,0%,7,4%,-23%,0%,-3%
O=C(c1cn(-c2ccccc2)nc1-c1ccccc1)n1nnc2ccccc21,13%,-5%,6%,-1%,-1%,2%,-1,13%,7%,-2%,-5%
Cc1cc(C)n(C(=O)CNC(=O)c2ccco2)n1,-5%,7%,7%,0%,3%,-2%,-3,0%,-7%,12%,3%
O=C(Nc1ccc(S(=O)(=O)N2CCCC2)cc1)c1cccnc1,10%,0%,-14%,-7%,-2%,-3%,6,-5%,-36%,7%,-8%
Cc1ccccc1-c1cc(C(=O)N2CCCC2)c2ccccc2n1,-1%,/,-22%,2%,6%,1%,13,-2%,/,/,1%
Cc1cc(=O)oc2cc(N3C(=O)CC(Cc4ccccc4)C3=O)ccc12 (configuration not stated),-6%,0%,-30%,0%,2%,-2%,0,1%,4%,5%,0%
Cc1ccc(-n2[nH]c(C)c(C=NCc3ccncc3)c2=O)cc1,?,12%,21%,2%,?,28%,2,14%,6%,-16%,?
O=S(=O)(c1cccc(C(F)(F)F)c1)N1CCN(C(=S)NC2CC2)CC1,-4%,-3%,0%,1%,1%,9%,14,-1%,10%,0%,0%
O=C(Nc1ccccc1SCC1CSc2nc3ccccc3c(=O)n21)c1ccccc1Cl (configuration not stated),-2%,12%,6%,7%,6%,3%,-2,?,35%,6%,-4%
S=C(NCc1ccco1)Nc1cc(-c2ccccc2)[nH]n1,-13%,-3%,79%,0%,?,7%,4,7%,6.3µM*,?,1%
COCC(=O)n1nc(-c2ccccc2)nc1NCc1ccc(F)cc1,?,?,64%,-10%,-19%,4%,0,4%,44%,13%,14%
O=C(COc1ccccc1)N1CCN(S(=O)(=O)c2cccc([N+](=O)[O-])c2)CC1,3%,11%,8%,7%,2%,-4%,2,0%,27%,22%,-8%
COc1cc(C(=S)N(C)C)ccc1O,17%,8%,4%,-4%,-13%,-2%,-4,0%,19%,-9%,-2%
COc1cccc(CNC(=O)Cc2ccc(-n3c(=O)[nH]c4ccccc4c3=O)cc2)c1,-13%,-3%,-69%,-2%,-12%,-13%,0,3%,33%,-7%,-8%
O=C(CSc1nncc2ccccc12)Nc1cccc(C(=O)O)c1,?,0%,62%,1%,11µM*,22%,-5,?,0%,4%,21%
O=C(C1CC1)N1CCc2cc(S(=O)(=O)N3CCN(c4ccccc4)CC3)ccc21,-24%,-4%,-3%,1%,4%,-1%,2,-4%,0%,-4%,1%
COCCN(C(=O)COC(=O)CCc1nc2ccccc2s1)c1c(N)n(Cc2ccccc2)c(=O)[nH]c1=O,-20%,-10%,15%,-12%,-10%,2%,-5,0%,10%,7%,7%
O=C(NN1CCOCC1)c1cc(-c2ccccc2)nc2ccccc12,6%,8%,-1%,0%,1%,1%,0,0%,3%,-12%,-7%
Cc1ccc2cc(CNC(C)C)c(=O)[nH]c2c1,0%,0%,10%,5%,3%,-3%,0,2%,-20%,10%,-6%
COc1ccc(C2(CNC(=O)c3cccc([N+](=O)[O-])c3)CCOCC2)cc1OC,-18%,-11%,0%,-2%,3%,-2%,5,3%,-7%,-3%,-1%
Cc1cccc(Nc2cc(=O)[nH]c(=O)[nH]2)c1,5%,-2%,1%,1%,-3%,0%,-3,0%,4%,-6%,0%
Cc1onc(-c2ccccc2Cl)c1C(=O)Nc1ccc(-c2cn3cccnc3n2)cc1,13µM*,-3%,-23%,3%,-10%,-3%,-1,-8%,2%,-16%,11%
C/C(=N\NC(=S)Nc1c(C)cccc1C)c1ccc(O)cc1,?,-2%,-23%,-7%,-13%,-3%,-1,-9%,8.9µM*,?,-5%
Cc1ccc(S(=O)(=O)N2CCC(C(=O)Nc3ccc4c(c3)OCO4)CC2)cc1,7%,3%,-2%[1.84 µM],3%,3%,0%,-5,-4%,30%,-6%,2%
CN(CC#CC1(O)c2ccccc2-c2ccccc21)Cc1ccccc1,0%,1%,-14%,4%,0%,-7%,8,-1%,-6%[10 µM],-17%,-4%
O=[N+]([O-])c1cccc(CN2C[C@@]34C=C[C@@H](C[C@@H]3S2(=O)=O)O4)c1,7%,/,11%,0%,6%,-3%,2,2%,25%,14%,3%
COc1ccc(C(=O)Nc2cccc(C)c2)cc1,?,25%,-7%[1.84 µM],-9%,3.4µM*,1.3µM*,?,?,-33%,-16%,1.3µM*
COc1ccc2ccc(O)c(CN3CCN(S(=O)(=O)c4cccc(C(F)(F)F)c4)CC3)c2c1,-4%,24%,-37%,8%,0%,4%,5,-3%,/,/,-3%
CCOc1cc(-c2nn3cnnc3s2)cc(OCC)c1OCC,-2%,4%,-48%,-1%,5%,-1%,-3,1%,-13%,-1%,-2%
C/C(=N\NC(=O)C1(C)CC1(Br)Br)c1ccc([N+](=O)[O-])cc1 (configuration not stated),?,5%,-3%,-1%,-4%,4%,?,-1%,-16%,-4%,1%
COc1ccc(CC(=O)Oc2ccc(Cl)cc2Br)cc1S(=O)(=O)N1CCOCC1,12%,0%,8%,-4%,2%,2%,-1,2%,/,/,0%
O=C(Nc1ccccc1C(=O)N1CCOCC1)C1CC(=O)N(C2CCCC2)C1 (configuration not stated),-5%,-8%,4%,-11%,4%,1%,0,0%,-28%,-1%,-6%
COc1ccc(N2CCN(CC(=O)N3N=CCC3c3ccccc3)CC2)cc1 (configuration not stated),0%,16%,-19%,3%,1%,-2%,-1,-3%,22%,-11%,-1%
COc1ccc(NC(=O)CCCNC(=O)c2ccc(Cl)cc2)cc1OC,-3%,14%,7%,0%,-1%,-1%,0,3%,-20%,6%,0%
N#Cc1ccc(COC(=O)c2cnc3ccccc3n2)cc1,0%,4%,-22%,-6%,-17%,2%,-1,0%,11%,-14%,0%
O=C(O)Cc1csc(NC(=O)c2ccco2)n1,16%,9%,-3%,0%,0%,3%,11,3%,16%,?,-3%
C/C=C/C(=O)Nc1cccc(C2=NOC3(C2)C[C@@H](C(N)=O)N(C(=O)C(c2ccccc2)c2ccccc2)C3)c1 (some centres not stated),5%,0%,0%,3%,0%,-1%,3,0%,0%,9%,-8%
CCCNC(=O)c1ccc(COc2ccc(CCC)cc2OC)o1,?,-6%,-1%,-1%,-5%,11%,7,-2%,?,-1%,15%
COc1ccc(Cl)cc1NC(=O)CSc1nnc(CNC(=O)c2cccs2)o1,1%,3%,-21%,1%,-1%,1%,-1,1%,13%,3%,-5%
O=C1/C(=C/c2cccs2)NC(=S)N1C1CC1,-1%,23%,-23%,-5%,?,1%,14,1%,7.1µM*,?,-4%
COc1ccc(C(=O)/C=C(\C)Nc2ccc3c(c2)OCO3)cc1,?,?,?,1%,4.8µM*,3.2µM*,-1,?,?,5%,2.2µM*
CC(C)C[C@@H](COc1ccccc1)N1CCN(Cc2ccccc2)CCC1=O,1%,/,0%,1%,-1%,1%,25,-8%,2%,18%,-3%
Cc1onc(-c2c(F)cccc2Cl)c1C(=O)NC1CC1,-3%,15%,0%,2%,5%,2%,-1,4%,16%,-3%,-3%
CN(C)c1ccc(-c2n[nH]c(=S)n2-c2ccccc2)cc1,3%,-1%,1%,-5%,-8%,0%,8,-2%,2.2µM*,?,-17%

# Reprinted at random: two records from the list
Molecule,ELG1 DNA repair,p53 reactivation,BRCA1 expr up,Tb PFK inh,FLuc counter,NPC1 prom act,TRPV1 agonist,ELG1 genotoxic,RORg inh,VP16 counter,Rab9 promoter act
CN(CC#CC1(O)c2ccccc2-c2ccccc21)Cc1ccccc1,0%,1%,-14%,4%,0%,-7%,8,-1%,-6%[10 µM],-17%,-4%
O=C(O)Cc1csc(NC(=O)c2ccco2)n1,16%,9%,-3%,0%,0%,3%,11,3%,16%,?,-3%
